TSHR antag = blocks TSH signaling through the human TSH receptor | TSHR-expressing cells, TSH-stimulated cAMP HTRF, 2 h; stronger effect = lower value | activity change, negative = inhibition, % at 11.5 µM | 330,000 compounds, 0.2% hits;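 active means activity change below a set negative limit, meaning inhibition stronger than a set level, cut at about -70% in these data; inconclusive means activity change between two set negative limits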; further: on the % scale 0 is the no-effect control and ±100 the full control effect
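TSHR-expressing cells, 200/well, pre-treated with compound, then stimulated with EC80 TSH (4nM final) for 2 hours at 37 deg C. cAMP measured by competitive HTRF: anti-cAMP cryptate antibody in lysis buffer plus cAMP-d2, read after 30 minutes at room temperature.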
Eya2 inh = inhibitors of human Eya2 phosphatase activity; O00167; recombinant Eya2, OMFP fluorescence dephosphorylation (OMFP is methylfluorescein phosphate); Potency, µM (titrated, usually from 76.9 µM), for the others: at the top dose activity, negative = inhibition, usual class: inhibitors; 330,000 compounds, 0.006% hits; further: potency means the concentration at half of the fitted maximal effect; on the % scale 0 is the no-effect control and ±100 the full control effect
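Eya2 protein (added as 0.2 uM solution) was preincubated with compound for 10 min at ambient temperature in 50 mM HEPES pH 7.5, 50 mM NaCl, 5 uM MgCl2, 0.05% BSA, 1 mM DTT. OMFP (added at 50 uM) then reacted 10 min; fluorescence read at 485/525 nm.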
Chronic BCR inh = chronic active BCR signaling inhibition; ABC-DLBCL IkBa-CBG/CBR reporter, luminescence ratio, 4 h; Potency, µM (top dose mostly 46.1 µM), for the others: top-dose ratio change, negative = lower green/red ratio, usual class: inhibitors; 340,000 compounds, 0.05% hits; AID 493014; active means well fitted inhibition curve with a large enough effect in the signal ratio, with a control signal flat, not every such curve was filed as active; inconclusive means small, poorly fitted or top-dose-only effect, or effect the other way, or a change in a side signal; the % refers to the signal ratio;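 further: potency means the concentration at half of the fitted maximal effect; plate controls were basal doxycycline-induced cells for no effect and cells given 10 µM MG132 for full effect; MG132 reads +100%, hits lower the ratio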
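TMD8 ABC-DLBCL cells carrying doxycycline-inducible green luciferase fused to IkappaBalpha plus unfused red luciferase were exposed to compounds (up to 46 uM) for 4 hrs at 37C. Activity came from the overlap-corrected green/red luminescence ratio.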
PKM2 act = activators of human pyruvate kinase M2 | Potency, µM (highest dose often 57.5 µM), for inactives: at the highest dose activation, hits mostly activators | P14618 | AID 1631 | purified PKM2, Kinase-Glo ATP luminescence, activation; response scale: 0% is enzyme alone, no compound | 260,000 compounds, 0.34% hits; further: potency means the concentration at half of the fitted maximal effect; on the % scale 0 is the no-effect control and ±100 the full control effect; nearly all actives have a fitted effect of over 55% in size
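Kinase-Glo luminescence reports ATP generated from ADP (0.1 mM) and PEP (0.5 mM) by purified hPK-M2 after 1 h at room temperature, pH 7.2 imidazole buffer; intermediate enzyme activity allows detecting inhibitors and activators.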
hERG WT inh = inhibitors of human wildtype KCNH2 potassium channel; U2OS, BacMam KCNH2, thallium flux FluxOr; stronger effect = lower value; activity change, % at 1.84 µM; 340,000 compounds, 0.37% hits; AID 720551;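 active means maximum activity change below -70%; inconclusive means maximum activity change between -70% and -50%; inactive means maximum activity change above -50%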; further: on the % scale 0 is the no-effect control and ±100 the full control effect
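U2OS cells transduced with wild-type KCNH2 virus are loaded with FluxOr dye for 45 min, and thallium flux is measured in kinetic reads before and after stimulation buffer. Rate constants are normalized to DMSO controls.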
GALK inhibitor = galactokinase (human) inhibition; 270,000 compounds, 0.007% hits; Purified GALK, Kinase-Glo residual ATP luminescence; P51570; Potency, µM (doses to about 57.5 µM), without a hit: at the top dose activity change, negative = inhibition, hits mostly inhibitors; AID 1868; further: potency means the concentration at half of the fitted maximal effect; on the % scale 0 is the no-effect control and ±100 the full control effect
Target sequence (P51570 whole entry, looked up): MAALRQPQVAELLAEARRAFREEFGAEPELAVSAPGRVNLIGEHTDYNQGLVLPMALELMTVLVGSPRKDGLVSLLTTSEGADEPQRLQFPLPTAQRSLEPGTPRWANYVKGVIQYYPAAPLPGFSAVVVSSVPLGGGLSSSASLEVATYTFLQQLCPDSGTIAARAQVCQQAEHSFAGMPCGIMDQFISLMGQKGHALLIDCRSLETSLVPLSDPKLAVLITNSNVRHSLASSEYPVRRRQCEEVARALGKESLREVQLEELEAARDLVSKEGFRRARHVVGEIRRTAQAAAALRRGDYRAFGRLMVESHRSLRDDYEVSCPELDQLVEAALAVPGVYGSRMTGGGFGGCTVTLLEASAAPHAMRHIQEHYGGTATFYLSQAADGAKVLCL
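The enzyme phosphorylates galactose (100 uM) using ATP (35 uM); inhibition is detected as higher residual ATP, quantified by bioluminescence after 1 h reaction at room temperature, pH 8.0.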
ASM inhibitor = human S-ASM enzyme inhibition; Potency, µM (titrated, usually from 57.5 µM), for the others: at the highest dose activity change, negative = inhibition, most hits filed as inhibitors; placental ASM, HMU-PC fluorogenic substrate, 60 min; 340,000 compounds, 0.006% hits; further: potency means the concentration at half of the fitted maximal effect
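Steps: dispense placental human ASM, pin compound, wait 10 min at room temperature, add HMU-PC0 substrate at 9 uM final, incubate 60 min at 37 °C, add stop solution raising pH to 10, read fluorescence.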
Mito fusion yeast = inhibitors of mitochondrial division or activators of mitochondrial fusion | S. cerevisiae fusion-defective mutant growth rescue, CellTiterGlo 48 h | Potency, µM (series often up to 46.1 µM), for inactives: top-dose growth rescue (activation), usual class: activators | 320,000 compounds, 0.23% hits | AID 485298;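 further: potency means the concentration at half of the fitted maximal effect; % of control where 0% means no effect; nearly all actives have a fitted effect of over 45% in size; temperature-sensitive fusion mutants such as fzo1-1 at 37 °C on non-fermentable ethanol glycerol medium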
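Temperature-sensitive fusion-defective S. cerevisiae (e.g. fzo1-1, mgm1-5) were grown with compound in YPEG medium (3% ethanol, 3% glycerol) for 48 hours at 37C. Growth rescue was measured as viability by CellTiterGlo luminescence after 10 minutes at ambient.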
USP2a inh = blocks human ubiquitin-specific protease USP2a; 330,000 compounds, 0.01% hits; Potency, µM (highest dose often 38.3 µM), for inactives: at the top dose activity change, negative = inhibition, actives largely listed as inhibitors; USP2 core, Ub-CHOP2 coupled fluorogenic reporter, 485/531;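 further: potency means the concentration at half of the fitted maximal effect; plate controls were DMSO wells for no effect and full inhibition by NEM control for full effect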
Target sequence (O75604 whole entry, looked up): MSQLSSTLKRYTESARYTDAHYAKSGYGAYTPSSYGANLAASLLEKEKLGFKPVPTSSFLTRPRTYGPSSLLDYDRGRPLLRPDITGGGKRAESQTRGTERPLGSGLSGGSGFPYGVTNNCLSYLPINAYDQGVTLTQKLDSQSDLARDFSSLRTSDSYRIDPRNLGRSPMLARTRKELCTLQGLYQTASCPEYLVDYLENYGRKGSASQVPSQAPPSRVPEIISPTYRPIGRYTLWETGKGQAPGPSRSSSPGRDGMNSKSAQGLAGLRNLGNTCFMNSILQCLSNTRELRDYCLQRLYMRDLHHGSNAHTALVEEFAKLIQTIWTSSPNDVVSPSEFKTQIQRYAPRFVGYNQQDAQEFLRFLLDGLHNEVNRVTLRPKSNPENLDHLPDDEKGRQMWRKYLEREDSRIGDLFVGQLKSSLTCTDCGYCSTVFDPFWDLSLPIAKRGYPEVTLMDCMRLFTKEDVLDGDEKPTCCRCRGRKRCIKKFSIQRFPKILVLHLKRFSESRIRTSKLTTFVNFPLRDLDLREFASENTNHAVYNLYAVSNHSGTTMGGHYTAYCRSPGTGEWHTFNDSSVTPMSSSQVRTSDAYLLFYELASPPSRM
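Cell-free coupled assay: 10nM USP2 core preincubated 30min RT with compound in Tris-HCl pH 8.0/CaCl2/CHAPS buffer, then 25nM Ub-CHOP2 and 25nM reporter substrate; fluorescence (Ex 485/Em 531) read after 60min RT, normalized to NEM inhibition, concentration-response curves fitted.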
MBNL1 CUG block = blocks human MBNL1 binding to CUG repeat RNA; Q9NR56; TR-FRET MBNL1-His/biotin-(CUG)12 binding, 665/545 ratio; Potency, µM (highest dose often 57.5 µM), without a hit: at the top dose activity change, negative = inhibition, most hits filed as inhibitors; 280,000 compounds, 0.036% hits; AID 2675; active means well fitted inhibition curve with a large enough effect in the signal ratio, with a control signal flat, not every such curve was filed as active; inconclusive means small, poorly fitted or top-dose-only effect, or effect the other way, or a change in a side signal; inactive means no such curve, though single readings can be large or run the other way; the % refers to the signal ratio; further: potency means the concentration at half of the fitted maximal effect; on the % scale 0 is the no-effect control and ±100 the full control effect
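Compound titration spanned 92 nM–58 uM against the MBNL1-His/biotin-(CUG)12 complex. After 60 min at room temperature with 5 nM streptavidin-XL665 and 0.055 ng/ul terbium anti-His, ratiometric 665/545 nm emission (Ex 340 nm) normalized to controls.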
Menin-MLL TR inh = menin-MLL binding inhibition, Texas Red mutant peptide; Menin + Texas Red MLL mutant peptide, fluorescence polarization; Potency, µM (series often up to 61.6 µM), for inactives: at the highest dose FP activity change, negative = inhibition, hits mostly inhibitors; AID 1768; 270,000 compounds, 0.23% hits; active means well fitted inhibition curve with a large enough effect in the polarisation, with a control signal flat, not every such curve was filed as active; inconclusive means small, poorly fitted or top-dose-only effect, or effect the other way, or a change in a side signal; inactive means no such curve, though single readings can be large or run the other way; the % refers to the polarisation; further: potency means the concentration at half of the fitted maximal effect; % of control where 0% means no effect; many of its hits are not listed in these tables
Active calls of the source: *; ? = inconclusive; . = no result given; [ ] = dose if it differs, or a comment. Unless noted, the call rests on the fitted dose curve; in most records, active means well fitted curve in the direction sought with a large enough effect; inconclusive means small, poorly fitted or top-dose-only effect, or another doubt; inactive means no such curve, though single readings can be large; an effect the other way counts as inactive or inconclusive. Not all compounds are listed; count on the stated rates, not on these rows.

SMILES	TSHR antag	Eya2 inh	Chronic BCR inh	PKM2 act	hERG WT inh	GALK inhibitor	ASM inhibitor	Mito fusion yeast	USP2a inh	MBNL1 CUG block	Menin-MLL TR inh
Cc1ccc(CN2CCNC(=O)C2CC(=O)N(C)CCc2ccccc2)cc1 (stereo not drawn)	7	1%	3%	2%	3	1%	-2%	2%	0%	6%	-19%
CCOC(=O)COc1ccc(C(=O)c2ccccc2)c(O)c1	-18	-4%	?	13%	-15	2%	-1%	4%	5%	2%	0%
O=C(NCCNc1nccc(C(F)(F)F)n1)c1cccs1	-7	-2%	10%	-1%	-3	5%	-2%	9%	5%	-3%	.
COC(CN1C(=O)C(O)=C(C(C)=O)C1c1ccccn1)OC (stereo not drawn)	20	-6%	7%	14%	-4	1%	1%	19%	0%	3%	-8%
O=C(CSc1ccc(F)cc1)Nc1cccc(S(=O)(=O)N2CCOCC2)c1	-6	-10%	-21%	.	-7	.	2%	.	-2%	.	.
Cc1ccc(NC(=O)N2CCN(C/C=C/c3ccccc3)CC2)cc1	0	0%	-2%	-2%	8	-1%	1%	15%	3%	-15%	-13%
CCCC(=O)Nc1ccc(C(=O)Nc2cccc(OC)c2)cc1	4	3%	?	4%	-9	2%	-3%	9%	-1%	-25%	0%
Cc1nsc(N)c1C(=O)O	-8	6%	2%	9%	1	4%	6%	6%	2%	-2%	.
COc1ccc(OCC(=O)N/N=C(\C)c2cc3ccccc3o2)cc1	14	-3%	-1%	-1%	5	1%	-10%	-4%	2%	14%	-1%
O=C(CSc1nc2sc3c(c2c(=O)[nH]1)CCCC3)NCCO	-5	-2%	-15%	2%	2	-2%	22%	-4%	-1%	-8%	8%
O=S(=O)(NCc1ccc(F)cc1)c1ccc(-n2cccn2)cc1	-4	1%	1%	.	2	3%	0%	2%	2%	-14%	.
O=C(COc1ccccc1)OCC(=O)c1ccc(S(=O)(=O)N2CCCCC2)cc1	.	10%	3%	.	6	.	-6%	14%	1%	.	.
Cc1nn(-c2ccccc2)c(C)c1/C=N/N1CCN(Cc2ccccc2)CC1	-6	-6%	.	0%	.	.	.	6%	.	.	1%
Cc1ccc(C2CC2C(=O)NNC(=S)Nc2cccc(C)c2)cc1 (stereo not drawn)	16	-22%	?	-14%	1	-2%	-1%	17%	1%	-8%	0%
O=C1CCCCCN1CSc1nc2ccccc2s1	-1	1%	-16%	-26%	2	3%	2%	14%	-1%	-4%	3%
CC(C)(C)OC(=O)N[C@@H](Cc1ccccc1)c1nnc(SCC(N)=O)o1	-3	-1%	1%	-9%	-15	11%	2%	1%	0%	3%	.
CCCn1c(CC)nc([N+](=O)[O-])c1Sc1ccc(C)cc1	-7	2%	-15%	-1%	1	3%	2%	12%	-1%	3%	-3%
Cn1nnnc1SCc1nnc(-c2ccc(Cl)cc2)o1	36	-4%	-2%	14%	8	1%	0%	6%	0%	-15%	-14%
COc1cc(C(C)=O)ccc1COc1ccc(C(=O)OCC(=O)NC(C)(C)C)cc1OC	-5	-2%	?	13%	-16	0%	0%	5%	2%	-7%	-2%
COc1ccccc1Nc1nc(N)nc(CCl)n1	16	-17%	?	-22%	-1	-3%	3%	-6%	-4%	3%	.
CCOC(=O)C1CCCN(S(=O)(=O)c2cc(OCC(N)=O)c(C)cc2Cl)C1 (stereo not drawn)	8	-30%	3%	7%	-1	0%	2%	2%	1%	4%	-10%
O=C(/C=C/c1ccc(-c2cccc([N+](=O)[O-])c2)o1)N1CCOCC1	-3	-3%	?	3%	-2	-2%	-6%	6%	3%	?	.
CCC(=O)Nc1nnc(S(=O)(=O)N(C)c2ccccc2)s1	5	-4%	-3%	.	3	2%	6%	4%	1%	1%	-19%
O=C(Nc1ccc(S(=O)(=O)N2CCOCC2)cc1)c1cc(-c2cc(Cl)ccc2O)n[nH]1	-5	2%	?	1%	13	0%	?	-1%	3%	.	.
Cn1nc(C(=O)N2CCN(c3ccc([N+](=O)[O-])cc3)CC2)c2c1-c1ccccc1S(=O)(=O)C2	5	-3%	-3%	6%[0.46 µM]	-19	1%	-1%	-5%	2%	4%	25µM*
(more compounds)
SMILES	TSHR antag	Eya2 inh	Chronic BCR inh	PKM2 act	hERG WT inh	GALK inhibitor	ASM inhibitor	Mito fusion yeast	USP2a inh	MBNL1 CUG block	Menin-MLL TR inh
CCOC(=O)c1sc2nc(CN3CCN(c4cccc(C(F)(F)F)c4)CC3)[nH]c(=O)c2c1C	1	0%	-5%	3%	1	3%	2%	0%	4%	2%	-5%
O=C(OCc1cnc(Cl)s1)c1cccs1	12	-2%	0%	-11%	0	0%	-1%	-2%	3%	-7%	-1%
Cc1ccc(S(=O)(=O)CCC(=O)Nc2nc(C(C)(C)C)cs2)cc1	-16	6%	-9%	.	12	-5%	0%	4%	3%	2%	-12%
CN1N=C(C(F)(F)F)CC1=O	-2	-13%	-6%	3%	1	1%	6%	-6%	0%	5%	2%
c1csc(-c2ccnc3ncnn23)c1	3	8%	-1%	0%	22	.	50%[activator]	-6%	4%	24%[11.5 µM]	-5%
COc1ccc(CCNC(=O)CSc2nnc3ccc(-c4cccnc4)nn23)cc1	-2	5%	?	0%	5	1%	1%	-2%	2%	?	4%
CC1CN(Cc2nc3c(c(=O)n(C)c(=O)n3C)n2CC(O)CO)CC(C)O1 (stereo not drawn)	3	12%	2%	-1%	7	9%	3%	0%	-7%	4%	-2%
CCOC(=O)/C(C#N)=C/c1c(N2CCN(c3ccccc3)CC2)nc2ccccn2c1=O	11	3%	?	.	-1	1%	?	?	0%	?	?
O=C(Cc1ccc(Cl)cc1)NCC(=O)N1CCN(c2ccccc2)CC1	12	-3%	5%	-10%	-5	-4%	1%	4%	2%	-3%	.

5 entries out of the list above, arranged by the number in PKM2 act, highest first:
Structure,TSHR antag,Eya2 inh,Chronic BCR inh,PKM2 act,GALK inhibitor,ASM inhibitor,Menin-MLL TR inh
Cn1nnnc1SCc1nnc(-c2ccc(Cl)cc2)o1,36,-4%,-2%,14%,1%,0%,-14%
O=C(/C=C/c1ccc(-c2cccc([N+](=O)[O-])c2)o1)N1CCOCC1,-3,-3%,?,3%,-2%,-6%,.
O=C(Nc1ccc(S(=O)(=O)N2CCOCC2)cc1)c1cc(-c2cc(Cl)ccc2O)n[nH]1,-5,2%,?,1%,0%,?,.
CCCn1c(CC)nc([N+](=O)[O-])c1Sc1ccc(C)cc1,-7,2%,-15%,-1%,3%,2%,-3%
O=C(OCc1cnc(Cl)s1)c1cccs1,12,-2%,0%,-11%,0%,-1%,-1%

By substructure: the compounds so far containing a furan ring, fused or not.
SMILES	TSHR antag	Eya2 inh	Chronic BCR inh	PKM2 act	hERG WT inh	GALK inhibitor	ASM inhibitor	Mito fusion yeast	USP2a inh	MBNL1 CUG block	Menin-MLL TR inh
COc1ccc(OCC(=O)N/N=C(\C)c2cc3ccccc3o2)cc1	14	-3%	-1%	-1%	5	1%	-10%	-4%	2%	14%	-1%
O=C(/C=C/c1ccc(-c2cccc([N+](=O)[O-])c2)o1)N1CCOCC1	-3	-3%	?	3%	-2	-2%	-6%	6%	3%	?	.

Compound activity deposited in PubChem by National Center for Advancing Translational Sciences (NCATS).
